Screening results: PubChem, National Center for Advancing Translational Sciences (NCATS)
EPAC2 antag: EPAC2 (human) antagonism. Q8WZA2. EPAC2 GEF exchange of Rap1B-BODIPY-GDP, fluorescence. Potency, µM (series often up to 114 µM), for the others: at the highest dose activity, negative = inhibition, most hits filed as inhibitors. actives 0.18% (n = 360,000); note: potency is the fitted concentration of half-maximal effect; % is set by controls: 0 for no effect and ±100 for the full control effect; nearly all actives have a fitted effect of over 45% in size; many of its hits are not listed in these tables
Target sequence (Q8WZA2 whole entry, looked up): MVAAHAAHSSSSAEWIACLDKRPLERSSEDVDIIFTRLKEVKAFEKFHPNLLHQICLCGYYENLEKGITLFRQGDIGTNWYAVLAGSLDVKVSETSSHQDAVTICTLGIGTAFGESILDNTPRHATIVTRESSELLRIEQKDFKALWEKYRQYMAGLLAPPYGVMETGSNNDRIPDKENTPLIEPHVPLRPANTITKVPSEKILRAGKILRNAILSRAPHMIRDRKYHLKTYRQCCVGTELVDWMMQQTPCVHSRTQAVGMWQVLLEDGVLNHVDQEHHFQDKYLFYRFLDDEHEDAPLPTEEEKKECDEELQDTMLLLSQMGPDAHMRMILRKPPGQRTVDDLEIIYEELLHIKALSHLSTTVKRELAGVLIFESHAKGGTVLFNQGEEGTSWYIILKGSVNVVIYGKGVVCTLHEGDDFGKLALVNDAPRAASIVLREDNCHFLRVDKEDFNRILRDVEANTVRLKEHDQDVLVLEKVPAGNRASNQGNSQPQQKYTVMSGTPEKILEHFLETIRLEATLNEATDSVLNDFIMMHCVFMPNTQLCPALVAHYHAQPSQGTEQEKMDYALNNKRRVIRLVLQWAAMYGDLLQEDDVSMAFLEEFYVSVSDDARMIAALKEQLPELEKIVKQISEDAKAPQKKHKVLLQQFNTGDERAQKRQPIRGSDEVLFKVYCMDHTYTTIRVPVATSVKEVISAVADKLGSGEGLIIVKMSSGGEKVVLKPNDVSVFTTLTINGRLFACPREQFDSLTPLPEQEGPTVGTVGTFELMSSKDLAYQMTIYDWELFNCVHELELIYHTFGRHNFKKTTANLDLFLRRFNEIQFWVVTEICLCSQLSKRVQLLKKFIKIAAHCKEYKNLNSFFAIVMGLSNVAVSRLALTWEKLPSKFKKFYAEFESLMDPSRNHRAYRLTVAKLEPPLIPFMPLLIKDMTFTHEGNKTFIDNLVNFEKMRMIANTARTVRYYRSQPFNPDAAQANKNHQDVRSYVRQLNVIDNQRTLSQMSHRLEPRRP
Nrf2 activator: activators of Nrf2 (ARE) signaling; AREc32 ARE-luciferase reporter (MCF7-derived line), luminescence, 24 h; Potency, µM (top dose mostly 46.1 µM), inactives show at the top dose activation, actives largely listed as activators; actives 0.31% (n = 410,000); AID 624171; note: potency is the fitted concentration of half-maximal effect; % of control where 0% means no effect; nearly all actives have a fitted effect of over 65% in size
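AREc32 cells carrying an ARE-driven firefly luciferase reporter were seeded at 1000 cells/well in OPTI-MEM with 5% FBS, then exposed to compound for 24 hr at 37 deg C. Luminescence was read with Steady-Glo after 30 min at RT.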
MmCpn inh: M. maripaludis TRiC chaperonin inhibition | purified Mm-Cpn ATPase, ADP Transcreener TR-FRET | Potency, µM (doses to about 76.9 µM), without a hit: top-dose activity, negative = inhibition, hits mostly inhibitors | actives 0.031% (n = 330,000) | AID 504842; note: potency is the fitted concentration of half-maximal effect; % is set by controls: 0 for no effect and ±100 for the full control effect; nearly all actives have a fitted effect of over 80% in size
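Reaction buffer contained 30 mM Tris pH 7.4, 100 mM KCl, 5 mM MgCl2 and 1 mM DTT. Mm-CPN (25 nM final) hydrolysed 10 uM ATP over 30 min at 37°C; ADP was read by HTRF.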
pAkt inh: blocks phosphorylation of Akt; Neuro2A IGF-stimulated pAkt S473 HTRF, 20 min; hits give low values; activity change, % for hits at 50 µM; actives 0.32% (n = 360,000); AID 651550; in the data active = activity change below about -80%; inconclusive = mostly about -51% to -80%; note: % is set by controls: 0 for no effect and ±100 for the full control effect
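Neuro2A cells in DMEM with 0.5% FBS, overnight at 37 deg C, given compound at single 50 µM final, then IGF (6 nM final) for 20 min at 37 deg C. Lysed; phospho-Akt Ser473 by HTRF after 24 h, 665/615 ratio.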
EPAC2 agonist: agonists of human EPAC2 (RAPGEF4) | EPAC2 activation, biochemical qHTS; response scale: 100% = 6.5 mM cAMP response | Q8WZA2 | actives 0.079% (n = 360,000) | Potency, µM (highest dose often 154 µM), inactives show top-dose activation, most hits filed as activators | AID 720711; note: potency is the fitted concentration of half-maximal effect; nearly all actives have a fitted effect of over 50% in size
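Fluorescence exchange assay: 100 nM EPAC2 with 250 nM RAP1B-BODIPY-GDP and 50 uM GDP; compounds tested as a concentration-titration series (qHTS). Loss of Rap1-bound BODIPY-GDP fluorescence read at 480/540 nm; data normalized to 6.5 mM cAMP.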
CCT chaperon mod: cytosolic chaperonin activity modulation | purified chaperonin ATPase assay, HTRF ADP detection, 30 min | activity change, % (concentration not given with the values), hits read low | actives 0.3% (n = 360,000) | AID 651819; in the data active = activity change below about -30%; note: % is set by controls: 0 for no effect and ±100 for the full control effect
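First, chaperonin was dispensed at 40 nM or 20 nM final depending on batch activity. Next, compounds were pinned at 76 uM and ATP added at 10 uM. After 30 min at 37 °C, ADP detection reagents ran 30 min at ambient temperature.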
TGFb SMAD3 inh: TGF-b pathway inhibition; HepG2 CAGA-GFP TGF-b/SMAD3 reporter, GFP fluorescence, 18 h; TGF-beta stimulated, 500 pg/mL final; Potency, µM (series often up to 46.1 µM), for inactives: top-dose activity, negative = inhibition, most hits filed as inhibitors; actives 1.2% (n = 410,000); AID 588855; note: potency is the fitted concentration of half-maximal effect; % is set by controls: 0 for no effect and ±100 for the full control effect; nearly all actives have a fitted effect of over 65% in size
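Per well, imaged GFP fluorescence of HEPG2 CAGA-GFP cells gives the signal; cells get compound, then TGF-beta (500 pg/mL final), 18 h at 37 degrees C; %Activity versus -TGF-beta and +DMSO controls.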
Nrf2 block: Nrf2 pathway inhibition; Potency, µM (series often up to 46 µM), inactives show at the top dose activity change, negative = inhibition, actives largely listed as inhibitors; AID 504444; actives 2.1% (n = 360,000); A549 ARE-Fluc reporter, luciferase luminescence, 18-24 h; note: potency is the fitted concentration of half-maximal effect; % is set by controls: 0 for no effect and ±100 for the full control effect; nearly all actives have a fitted effect of over 60% in size
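Concentration-response testing used A549 ARE_Fluc cells at 5000 cells/well. Following an 18-24 h compound incubation, viability was read by fluorescence (Ex 405/Em 525) and luciferase output by luminescence.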
A549 tox: kills or reduces viability of A549 cells in Nrf2 counter-screen; A549 ARE-Fluc cells, CellTiter-Fluor viability, 18-24 h; actives 0.16% (n = 390,000); Potency, µM (series often up to 46 µM), inactives show top-dose activity change, negative = cytotoxicity, most hits filed as inhibitors; AID 504648; note: potency is the fitted concentration of half-maximal effect; % is set by controls: 0 for no effect and ±100 for the full control effect
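A549 ARE-Fluc cells in 5% FBS OPTI-MEM, 5000 cells/well, rested 2 h then exposed to compounds in concentration-response for 18-24 h at 37 °C. Viability by CellTiter-Fluor fluorescence (Ex 405/Em 525) after 30 min; luciferase luminescence (BugLite, 15 min, RT) read afterwards.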
* = called active by the depositor; i = inactive; ? = inconclusive; · = not tested or not shown; & = joins results of further samples; [ ] = remark or other dose. Unless noted, calls come from the whole dose curve; as a rule, active = well fitted curve in the direction sought with a large enough effect; inconclusive = small, poorly fitted or top-dose-only effect, or another doubt; inactive = no such curve, though single readings can be large; an effect the other way counts as inactive or inconclusive. An excerpt (hit frequency here may not be typical).

SMILES	EPAC2 antag	Nrf2 activator	MmCpn inh	pAkt inh	EPAC2 agonist	CCT chaperon mod	TGFb SMAD3 inh	Nrf2 block	A549 tox
COC(=O)CSc1c(-c2ccccc2)c2cc(Cl)ccc2[nH]c1=O	-1%	-0.2%	1%	i	-3%	0.7	0%	6%	-1%
COCCCNc1nc2c(c(=O)[nH]c(=O)n2C)n1CCCc1ccccc1	2%	0.0%	0%	i	-1%	-1.4	-12%	-11%	0%
Cc1cn2c(=O)cc(COc3ccc(Cl)cc3)nc2s1	·	1.3%	·	·	·	·	19%	9%	0%
O=C(O)c1ccccc1-c1ccccc1C(=O)Nc1cccc(-c2nc3ccccc3o2)c1	2%	5.0%	-2%	i	-3%	3.1	3%	13%	0%
CN(CCC1CCCCO1)C(=O)CCc1nnc(CCc2ccccc2)o1 (stereo not given)	4%	2.2%	2%	i	12%	0.0	5%	?	12%
CCc1ccc(OCCCCCn2ccnc2)cc1	13%	3.3%	-2%	i	11%	2.1	-17%	?	1%
O=C1CN(C(=O)c2ccc(S(=O)(=O)N3CCCCC3)cc2)C(c2ccc(F)cc2)c2cc(Cl)ccc2N1 (stereo not given)	·	4.3%	·	·	·	·	-1%	4%[9.27 µM]	0%
O=C(CSC1c2ccccc2C(=O)N1c1ccccc1)N1CCOCC1 (stereo not given)	-6%	0.0%	-5%	i	7%	0.5	-11%	2%	?
Cc1ccccc1OCc1nnc(SCC(=O)Nc2ccc3nc(SCC(=O)Nc4ccccc4)sc3c2)n1C	-1%	0.1%	-16%	i	-3%	-0.8	6%	?	-10%
COc1ccc2oc3cc(C)[n+]([O-])c(-c4ccc(C)cc4)c3c2c1	-11%	3.8%	0%	i	7%	-1.8	?	26µM*	?
COc1ccc(N2C(=O)C(F)(F)C2c2cccc(F)c2)cc1 (stereo not given)	-25%	-0.4%	-1%	i	16%	-3.2	-25%	5%	2%
Cc1cc(C(=O)N/N=C/c2ccc(-c3cccc([N+](=O)[O-])c3)o2)n[nH]1	3%	0.0%	3%	i	6%	0.7	13%	3%	-13%
CCC(C)NC(=O)CS(=O)Cc1nc(-c2ccccc2C)oc1C (stereo not given)	3%	0.7%	0%	i	1%	0.2	1%	18%	2%
CC1(C)CC(=O)c2cc(-c3nc(-c4ccc(Cl)cc4)cs3)c(=O)n(-c3cccc(F)c3)c2C1	·	0.0%	·	·	·	·	-4%	0%	-2%
COc1cccc(C2=CC(c3ccc(OC)c(OC)c3OC)n3nnnc3N2)c1 (stereo not given)	-3%	3.5%	1%	i	6%	0.1	-11%	-11%	-2%
Cc1cccc(CN2CCC(CNC(=O)CCNC(=O)Cn3ccc4ccccc4c3=O)CC2)c1	-1%	-1.0%	1%	i	-6%	-0.2	18%	-6%	0%
S=c1[nH]nc(COc2ccc(Cl)cc2)n1-c1ccccc1	1%	3.7%	-1%	i	6%	1.4	0%	-22%	0%
O=C(C1=C(O)C(=O)N(Cc2ccco2)C1c1cccc(O)c1)c1ccco1 (stereo not given)	0%	0.0%	0%	i	0%	-5.0	22%	7%	-13%
Cc1ccc2nc(Cl)c(C3CC(c4cccs4)=NN3C(=O)CCCC(=O)O)cc2c1 (stereo not given)	5%	-0.9%	-4%	i	2%	-2.5	4%	?	2%
Cc1ccc(C(=O)COC(=O)CNS(=O)(=O)c2ccc(C)cc2)cc1	7%	-0.5%	1%	i	-5%	-3.0	0%	12%	1%
CC(=O)c1ccc(N/N=C(/C(N)=O)C2=NC(C)(C)Cc3ccccc32)cc1	3%	-0.7%	0%	i	2%	-5.7	-15%	?	?
COC(=O)[C@@H](CC(C)C)N(Cc1ccccc1)S(=O)(=O)N(Cc1ccccc1)[C@@H](CC(C)C)C(=O)OC	-8%	2.3%	1%	i	14%	-1.7	5%&7%	10%	8%
COc1cccc(C(=O)NCCCNC(=O)c2ccccn2)c1	13%	-0.2%	2%	i	8%	0.8	-8%	-26%	-1%
O=C(/C=C/c1cc(Br)ccc1O)c1ccco1	4%	?	-10%	i	15%	-1.3	?	-3%	-1%
COc1ccc(C2=Nn3c(nnc3-c3ccccc3Cl)SC2)cc1OC1CCCC1	-18%	-1.0%	-1%	·	9%	·	?	16µM*	-17%
SMILES	EPAC2 antag	Nrf2 activator	MmCpn inh	pAkt inh	EPAC2 agonist	CCT chaperon mod	TGFb SMAD3 inh	Nrf2 block	A549 tox
COc1cccc(NC(=O)CSCc2n[nH]c(=O)[nH]2)c1	-1%	-0.2%	-4%	i	-1%	-1.6	-4%	9%	-3%
CC(=O)N1CCc2cc(S(=O)(=O)NC(CC(C)C)C(=O)N3CCCC3)ccc21 (stereo not given)	-1%	-0.6%	2%	i	7%	-1.1	-2%	11%	-3%
Cc1cccc2cc(C#N)c(NCCNC(=O)NC3CCCCC3)nc12	3%	0.3%	-4%	i	2%	0.5	-4%	9.2µM*	-10%
COc1ccccc1N(CC(O)CN1C(C)CCCC1C)S(=O)(=O)c1ccccc1 (stereo not given)	-1%	-0.1%	2%	i	-6%	-1.8	-1%	0%	1%
CN(C)S(=O)(=O)N(CC(=O)N1CCOCC1)c1ccccc1	-2%	-0.1%	-2%	·	7%	0.2	1%	14%	4%
COc1ccc(-n2nnnc2SCC(=O)Nc2nnc(C)s2)cc1	13%	-0.6%	0%	i	3%	1.1	-3%	-3%	5%
CCN(CC)C(=O)CSc1nc2ccccc2c(=O)n1CCC(=O)N1CCN(c2ccccc2)CC1	-4%	0.1%	-3%	i	4%	-8.5	?	2%	0%
Cc1ccc(S(=O)(=O)N2CCN(C(=O)C3CCCC3)CC2)cc1C	3%	-0.3%	1%	i	-1%	-1.1	3%	-17%	0%
COc1ccc(NS(=O)(=O)c2cc(NC(=O)c3ccco3)ccc2N2CCCC2)cc1	-1%	1.7%	-1%	i	5%	-0.8	3%	8%	2%
CCN(CC)S(=O)(=O)c1cccc(C(=O)OCC(=O)N2CC(=O)Nc3ccccc32)c1	-2%	-0.8%	0%	i	15%	-3.3	37%[activator]	-25%	-6%
CC(=O)Nc1ccc(S(=O)(=O)NCCC(=O)N2CCC(Cc3ccccc3)CC2)cc1	-11%	3.1%	-2%	i	9%	-2.1	-26%	?	-3%
CCCc1cc(=O)[nH]c(SCC(N)=O)n1	3%	-0.5%	1%	-125%*	2%	-2.2	0%	3%	1%
CCc1ccc(NC(=O)C2C3C=CC(C4CC34)C2C(=O)O)cc1 (stereo not given)	-6%	0.3%	1%	i	2%	-0.7	-6%	2%	-7%
CC(C)Oc1ccc(S(=O)(=O)N2CCCCC2)cc1NC(=O)CN1CCCC1c1cccs1 (stereo not given)	6%	-0.7%	-3%	i	-3%	1.6	-11%	?	0%
O=C(NCC1COc2ccccc2O1)c1cc(S(=O)(=O)N2CCOCC2)ccc1F (stereo not given)	0%	0.0%	-1%	i	-2%	-0.9	12%	2%	-5%
Cc1c(C(=O)NCCSCc2ccco2)cccc1[N+](=O)[O-]	12%	6.7%	1%	i	8%	0.7	-10%	11%	0%
COc1cc(C(=O)NCCN2CCOCC2)cc(OC)c1OC	2%	-0.4%	0%	·	2%	1.9	1%	1%	-3%
COc1ccc2c(n1)Sc1nc3ccccc3nc1N2	7%	4.5µM*	-1%	i	10%	2.1	42%[activator]	?	1%
O=C1NC[C@H](CCCCN2C[C@H](Cc3ccc(O)cc3)N(CC3CCCCC3)C(=O)C2=O)N(CCC2CCCCC2)C1=O	-11%	-0.5%	·	i	3%	-0.3	·	·	·
COc1ccc(NC(=O)Nc2cccc(Cl)c2Cl)c(OC)n1	-13%	0.0%	1%	i	1%	-0.8	-21%	-8%	-5%
CCOC(=O)C1CCN(Cc2cc(=O)oc3cc(C)ccc23)CC1	-14%	-0.2%	-1%	i	4%	-2.2	-9%	1%	-2%
c1coc(-c2nc(N=C3N=c4ccccc4=N3)[nH]c2-c2ccco2)c1	2%	11%	·	i	0%	0.1	-18%	·	·
COc1cc(OC)cc(-c2cc3cc4c(cc3cn2)OCO4)c1	-19%	3.2%	-8%	i	11%	0.7	?	?	1%
C=CCn1c(SCC(=O)c2ccc(OC)cc2)nnc1-c1cc2cccc(OC)c2o1	0%	0.7%	-5%	i	-2%	-0.8	19%	-18%	-4%
CCN(C(=O)c1cc(S(=O)(=O)N2CCOCC2)cn1C)c1cccc(C)c1	-1%	-1.0%	0%	i	4%	-1.1	6%	-12%	1%
CCOc1ccccc1NC(=O)N1CCN(S(=O)(=O)c2ccc3c(ccn3C)c2)CC1	·	-0.3%	·	·	·	·	-14%	14%	0%
CCOC(=O)c1c(C)n(C)c2cc(OCCN(CC)CC)ccc12	-1%	-0.6%	1%	i	8%	-3.7	-4%	-13%	-8%
OC(COc1c(Br)cc(Br)cc1Br)CN1CCOCC1 (stereo not given)	0%	-0.4%	1%	i	10%	-4.2	17%	-4%	-2%
O=C(Cc1ccc(Cl)cc1Cl)Nc1ccncc1	?	0.1%	-5%	i	4%	-2.4	?	16µM*	3%

Of the compounds above, these contain two or more sulfur atoms.
SMILES	EPAC2 antag	Nrf2 activator	MmCpn inh	pAkt inh	EPAC2 agonist	CCT chaperon mod	TGFb SMAD3 inh	Nrf2 block	A549 tox
Cc1ccccc1OCc1nnc(SCC(=O)Nc2ccc3nc(SCC(=O)Nc4ccccc4)sc3c2)n1C	-1%	0.1%	-16%	i	-3%	-0.8	6%	?	-10%
COc1ccc(-n2nnnc2SCC(=O)Nc2nnc(C)s2)cc1	13%	-0.6%	0%	i	3%	1.1	-3%	-3%	5%
CC(C)Oc1ccc(S(=O)(=O)N2CCCCC2)cc1NC(=O)CN1CCCC1c1cccs1 (stereo not given)	6%	-0.7%	-3%	i	-3%	1.6	-11%	?	0%
